# Assay outcomes as filed in PubChem.
# MsrA act = activators of bovine methionine sulfoxide reductase A | activation, % at 10.6 µM | actives 0.3% (n = 360,000) | purified bovine MsrA, absorbance read-out; in the data active means activation above about 7.5%;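 further: 0% = vehicle and 100% = reference activator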
# Tb MetRS inh = blocks T. brucei methionyl-tRNA synthetase activity. purified T. brucei MetRS, ATP depletion, Kinase-Glo luminescence. inhibition, % at 11.9 µM. actives 0.4% (n = 360,000). AID 624268;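 active means inhibition above a per-plate cutoff of the control wells' mean inhibition plus 3 SD, cut at about 5.5% in these data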;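 further: 0% = DMSO wells median and 100% = median of wells with control inhibitor compound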
#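 Material: parasite MetRS enzyme / Replication: singlicate, one well per compound / Signal: luminescence of leftover ATP / Schedule: 2 h aminoacylation at 25 °C after 15 min preincubation / Medium: HEPES-MgCl2-KCl buffer plus DTT, spermine, BSA, pyrophosphatase / Doses: 11.9 µM single point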
# Scp1 inh = Scp-1 (human) phosphatase inhibition | Q9GZU7 | Recombinant Scp1, phosphopeptide, malachite green phosphate absorbance | inhibition, % at 20 µM | actives 0.88% (n = 340,000) | AID 493091;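 active means inhibition above about 50% at 20 µM, limit read from the data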;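 further: plate controls were DMSO wells with enzyme for no effect and wells lacking enzyme for full effect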
# Target sequence (Q9GZU7 76-261 limits assumed): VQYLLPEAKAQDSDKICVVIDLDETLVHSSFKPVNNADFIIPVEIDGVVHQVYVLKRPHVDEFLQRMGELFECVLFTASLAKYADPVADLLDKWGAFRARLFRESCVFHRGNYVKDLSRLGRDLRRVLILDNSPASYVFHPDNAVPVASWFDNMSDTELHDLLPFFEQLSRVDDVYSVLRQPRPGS
#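 Material: truncated SCP-1 phosphatase (76-261aa) / Buffer or medium: 50 mM Tris acetate pH 5.5, 0.005% Tween-20, 10 mM MgCl2 / Compound dosing: one concentration, 20 µM, with 1.0% DMSO / Incubation: 45 min room-temperature reaction, 5 min colour, 30 min stabiliser / Detection: colorimetric free-phosphate detection, absorbance 630 nm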
# MsrA inhibitor = inhibits bovine methionine sulfoxide reductase A; actives 0.75% (n = 360,000); inhibition, % at 15.5 µM; AID 651718; purified bovine MsrA, absorbance read-out; in the data active means inhibition above about 4.5%;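 further: 0% = vehicle wells with enzyme and 100% = reference inhibitor wells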
# LMPTP block = LMPTP (human) inhibition; recombinant LMPTP-A, OMFP fluorogenic substrate, fluorescence intensity; inhibition, % at 20 µM; actives 0.22% (n = 360,000); AID 651560;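 active means compounds that cut the enzyme signal by at least half of the control window in the single-dose screen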;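 further: plate controls were DMSO wells with enzyme plus substrate for no effect and substrate without enzyme for full effect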
# Target sequence (P24666 whole entry, looked up): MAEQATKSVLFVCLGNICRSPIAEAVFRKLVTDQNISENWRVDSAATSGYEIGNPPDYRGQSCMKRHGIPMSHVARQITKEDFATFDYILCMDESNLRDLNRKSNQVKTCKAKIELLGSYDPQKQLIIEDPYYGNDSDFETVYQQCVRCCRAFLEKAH
#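 test system = LMPTP-A | amount = 0.625 nM LMPTP-A final | reagent = fluorogenic phosphatase substrate OMFP at 400 µM final | incubation = 50 min at room temperature | benchmarks = no-enzyme low control, uninhibited high control | medium = Bis-Tris pH 6.0, DTT, detergent | signal = fluorescence intensity of OMFP turnover product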
# DNMT1 block = DNMT1 (human) enzyme inhibition; actives 0.83% (n = 360,000); DNMT1 molecular beacon, Hinp1I cleavage, fluorescence; P26358; inhibition (reported as % activation of signal), % at 10 µM; in the data active means inhibition above about 50%
# NRP1-CendR mod = NRP-1/CendR interaction modulation; O14786; FAM-RPARPAR peptide binding to NRP-1, fluorescence polarization; inhibition, % at 25 µM; actives 0.85% (n = 360,000);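 active means inhibition or corrected inhibition above about 18%, plus a signal ratio from 0.5 to 1.5, limit read from the data, passing the limit was not always enough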; further: strong numbers were not always called active
# STEP block = STEP (human) phosphatase inhibition | P54829 | recombinant STEP, OMFP fluorogenic substrate, fluorescence | inhibition, % at 20 µM | actives 0.25% (n = 360,000);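 active means inhibition at 20 µM, scaled per plate between control wells, above about 37%, limit read from the data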;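 further: 0% = DMSO with enzyme and substrate and 100% = substrate only without enzyme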
# Target sequence (P54829 whole entry, looked up): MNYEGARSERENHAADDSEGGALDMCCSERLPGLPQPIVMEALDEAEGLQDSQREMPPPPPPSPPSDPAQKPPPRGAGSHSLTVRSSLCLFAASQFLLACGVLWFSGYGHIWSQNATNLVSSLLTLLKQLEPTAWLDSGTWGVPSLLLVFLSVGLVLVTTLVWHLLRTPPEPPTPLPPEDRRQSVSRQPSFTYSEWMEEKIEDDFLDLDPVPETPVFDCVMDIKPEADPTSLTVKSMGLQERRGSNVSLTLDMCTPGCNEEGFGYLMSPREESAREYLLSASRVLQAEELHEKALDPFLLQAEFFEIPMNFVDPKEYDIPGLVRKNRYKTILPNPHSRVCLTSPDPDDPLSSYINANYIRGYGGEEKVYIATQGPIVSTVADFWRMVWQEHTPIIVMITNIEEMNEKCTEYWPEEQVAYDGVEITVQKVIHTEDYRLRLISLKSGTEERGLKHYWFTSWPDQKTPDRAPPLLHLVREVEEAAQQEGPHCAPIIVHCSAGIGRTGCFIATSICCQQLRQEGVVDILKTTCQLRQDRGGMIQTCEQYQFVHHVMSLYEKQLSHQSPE
#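 Material: STEP (striatal-enriched tyrosine phosphatase) enzyme, cell-free; Compound dosing: 20 µM single dose in 1% DMSO; Technique: fluorescence read at 480 nm ex / 540 nm em; Times: reaction 20 min, ambient temperature; Medium: 50 mM Bis-Tris pH 6.0 with 2.5 mM DTT and 0.005% Tween 20; Also added: OMFP at 25 µM.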
# SUMO1 PPI mod = SUMO1-SIM interaction modulation; SUMO1 binding to a labelled peptide, TR-FRET, 1 h; inhibition, % at 20 µM; actives 0.33% (n = 360,000); AID 602429; in the data active means inhibition above about 37%
# Target sequence (P63165 whole entry, looked up): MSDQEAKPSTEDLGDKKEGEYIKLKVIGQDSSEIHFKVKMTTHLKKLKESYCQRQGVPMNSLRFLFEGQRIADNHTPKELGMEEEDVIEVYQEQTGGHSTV
# eLon inh = E. coli protease La inhibition; P0A9M0; purified E. coli Lon protease, fluorescence polarization; inhibition, % at 7.94 µM; actives 0.42% (n = 360,000); AID 602123; in the data active means inhibition above about 13%, passing the limit was not always enough;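 further: 0% = enzyme with probe and DMSO and 100% = no enzyme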
# Active calls of the source: *; / = not tested or not shown.
MsrA act,Tb MetRS inh,Scp1 inh,MsrA inhibitor,LMPTP block,DNMT1 block,NRP1-CendR mod,STEP block,SUMO1 PPI mod,eLon inh,structure
-3,0.4,-15,-0.2,-0.5,0,-12,-4,3,-3,O=C(Nc1ccc(Cl)cc1)Nc1ccc(C(=O)N2CCOCC2)cc1
-2,0.0,-6,0.8,-0.3,-4,9,-4,2,2,COC(=O)c1[nH]c2cc(OC)ccc2c1NC(=O)c1nonc1C
-2,-0.8,-2,-1.7,0.9,-4,-8,1,-6,1,COc1ccc(Cl)cc1NC(=O)Nc1cn(C)nc1C
-4,-1.0,-4,0.2,0.7,0,1,0,-1,-21,OCc1nc2ccccc2n1C/C=C/c1ccccc1
-4,-0.4,-6,-0.6,-0.8,-2,2,-4,-4,-4,C=CCn1c(SCC(=O)NC(C)(C)C)nnc1-c1ccccc1O
-6,0.6,-6,0.6,-1.0,-8,0,0,1,2,Nc1nc2c(F)c(F)c(F)cc2s1
0,-1.0,-1,-0.3,-0.4,4,-18,1,-5,-9,CC(=O)N1C(C(=O)O)Cc2c([nH]c3ccccc23)C1(C)C (stereo not drawn)
-4,-0.4,-2,0.6,2.8,-1,-21,1,-7,-25,COc1cccc(C2=NN(C(=O)c3ccco3)C(c3ccco3)C2)c1 (stereo not drawn)
-10,-0.6,/,-0.2,-0.1,0,-14,1,0,8,COc1ccc(C(=O)N2CCCCC2c2cc(C(=O)NCc3ccc(F)cc3)no2)cc1 (stereo not drawn)
-3,-0.4,-7,0.3,3.4,1,-5,-6,0,-3,CC1(C)CC(=O)C(C(C2=C(O)CC(C)(C)CC2=O)c2cccc(O)c2)C(=O)C1 (stereo not drawn)
-4,0.1,-9,0.6,0.3,0,12,-2,-2,-4,COC(=O)c1ccccc1NC(=O)c1ccc2c(c1)OCCO2
-8,-1.7,3,1.1,0.0,1,-8,0,3,-6,Cc1ccc(S(=O)(=O)Nc2nc3ccccc3nc2NCc2ccco2)cc1C
0,2.1,-4,0.4,-1.1,2,1,-2,0,6,O=C(CCCCn1c(=O)[nH]c2ccccc2c1=O)NCc1ccc2c(c1)OCO2
-2,0.4,-8,-0.2,-1.3,0,2,1,-4,-8,CCN1C(=O)CSC1=Nc1ccc(OC)cc1
0,-0.1,-3,0.1,-1.3,0,-11,2,0,-4,COc1cc(NC(=S)NCCCO)c(OC)cc1Cl
-5,-0.3,-5,-0.3,-0.6,-3,3,0,-5,-2,CN(C)S(=O)(=O)c1ccc(Cl)c(NC(=O)COC(=O)CCC(=O)c2cccs2)c1
-3,-0.3,-13,0.1,0.6,10,10,0,-18,-3,Cc1c(C(=O)N/N=C/C(C)C)[nH]c2c([N+](=O)[O-])cccc12
-3,-0.2,-3,-0.4,-0.8,-2,-5,0,7,-4,NS(=O)(=O)c1ccc(N2CCOCC2)c(C(=O)NCc2ccc3c(c2)OCO3)c1
-2,-0.8,3,-1.3,-1.6,3,2,0,-2,-7,CCCNC(=O)N1CCN(S(=O)(=O)c2ccc(C)c(C)c2)CC1
-3,0.0,-5,1.4,-1.6,2,6,-1,-1,-7,CC(CC(=O)O)CC(=O)NNC(=O)c1cccc(Br)c1 (stereo not drawn)
-3,-1.1,-11,0.4,-2.6,-2,-8,-2,-7,5,COc1ccc(CN2CC(=O)N(c3ccccc3C)C2=S)cc1OC
-5,-0.2,-2,-0.9,-2.2,-2,-5,-1,2,-4,C/C(=N\NC(=O)C(O)c1ccccc1)c1ccc(Cl)cc1 (stereo not drawn)
1,0.0,-3,-0.5,-2.6,0,2,-3,-2,-3,CC(=O)Nc1ccc(S(=O)(=O)NCC2CCC(C(=O)NCCCN(C)Cc3ccccc3)CC2)cc1 (stereo not drawn)
-4,0.2,-5,-0.7,3.4,7,4,2,2,5,CCC(C)c1ccc(NC(=O)Nc2cccnc2)cc1 (stereo not drawn)
-5,-0.5,-14,1.1,1.4,4,2,0,3,-1,CCOC(=O)c1cnn(-c2ncnc3c2cnn3C)c1N
-3,-0.4,1,2.5,0.0,-9,-2,-1,-24,-5,COc1ccc(NCc2ccc([N+](=O)[O-])s2)cc1
-7,-0.3,-4,1.2,0.8,3,2,3,0,0,Cc1ccc(O)c(NC(=S)NC(=O)COc2ccc(Br)cc2)c1
-2,1.0,-13,1.4,-0.2,0,12,2,5,5,CC/C(=N\NC(N)=O)c1ccc(OC)c(OC)c1
-1,-0.3,-6,-0.2,0.4,0,20,-1,1,1,O=C(CN1C(=O)NC2(CCCC2)C1=O)OCCOc1ccc(Cl)cc1Cl
-4,-0.4,-2,-0.3,-1.3,10,1,-2,3,-9,O=C1C2C3C=CC(O3)C2C(=O)N1Cc1ccncc1 (stereo not drawn)
-1,-0.2,-8,-0.4,-0.9,0,13,0,6,-11,Cc1ccc(S(=O)(=O)N2CCC(=O)N(CCOCc3ccc(F)cc3)CC2)cc1
0,-0.4,-15,2.5,3.4,-8,10,3,2,6,CCOc1ccc(S(=O)(=O)N(CC(=O)N2CCc3ccccc32)Cc2ccco2)cc1
-4,-0.3,/,-1.3,2.6,3,-9,2,6,-2,CCc1nc2c(OCc3cccc(Cl)c3)cccn2c1N(C)C(=O)Nc1ccccc1OC
-2,-0.2,/,-1.0,5.6,-10,1,1,5,-7,CCC/C=C/c1ccc(CN2C(C(C)C)C(=O)N(Cc3cn(Cc4ccco4)nn3)CCS2(=O)=O)cc1 (stereo not drawn)
-3,-0.5,-9,0.1,1.0,-1,10,0,-4,-3,COc1cccc(N2CCN(c3ccc4nnc(CCC(=O)Nc5cccc(C(C)=O)c5)n4n3)CC2)c1
-1,-0.4,41,-1.0,2.9,74*,-20,7,5,0,Cc1ccc(/C=C2/C(=O)c3ccc(C(=O)O)cc3C2=O)o1
-1,0.0,-2,-0.4,1.0,-4,2,-3,-2,6,CCCOc1ccc(C(=O)N2CCN(c3ccc(N)cc3Cl)CC2)cc1
0,0.1,-4,1.2,-0.2,1,10,1,8,-4,CC(=O)c1cccc(N2C(=NC(=O)CCc3ccccc3)SC3CS(=O)(=O)CC32)c1 (stereo not drawn)
-9,-1.6,6,1.0,-0.6,1,10,-1,-2,-9,CC1CCCCC1NC(=O)CCCn1c(=S)[nH]c2ccccc2c1=O (stereo not drawn)
-2,-0.5,-2,0.2,0.2,0,5,0,10,2,O=C(Nc1ccccc1N1CCN(C(=O)c2ccccc2)CC1)c1ccc(Br)o1
-3,-0.2,/,-0.8,-1.5,6,-7,-2,-6,-5,CC(=O)Nc1ccc(-c2ccnc3c2CC(C)(C(=O)NCC2CC2)O3)cc1 (stereo not drawn)
/,-0.1,/,-0.2,0.1,/,-6,/,2,/,COC(=O)[C@@]12C[C@@H](CC(=O)NCc3cccs3)C(=O)N(CCc3ccc(OC)c(OC)c3)C1=CCC(C)(C)C2
-2,0.5,3,-1.0,-0.1,-3,-1,1,-3,8,Cc1ccc(NC(=O)COc2ncnc3ccccc23)cc1S(=O)(=O)N1CCOCC1
-3,1.0,-11,-0.8,-1.6,-2,-4,1,1,4,CN(c1ccccc1)S(=O)(=O)c1cccc(C(=O)Nc2ncn[nH]2)c1
-1,-0.2,-5,-0.9,2.6,6,-4,2,12,4,O=C(CSc1nnc(-c2ccccc2)n1Cc1ccccc1)NNC(=O)c1ccccc1O
-1,0.8,-5,-0.6,-0.4,-5,9,-1,-1,-6,Cc1cc2nc(CCN(Cc3cccnc3)C(=S)Nc3ccccc3)[nH]c2cc1C
-2,-0.5,-6,0.2,0.2,1,8,-1,-2,-24,COc1ccc(S(=O)(=O)N2CCCCC2)cc1NC(=S)Nc1ccccc1
-2,0.1,/,-0.7,0.2,/,6,/,3,-7,COc1ccc(C2C=CC(=O)CC2)c(OC)c1 (stereo not drawn)
-10,-0.5,-12,0.8,0.2,2,-3,0,-1,0,COc1cccc(C(=O)OCC(=O)Nc2ccc(N3CCOCC3)cc2)c1
-3,-0.9,-11,-0.9,-1.1,1,-8,0,-2,1,Cc1onc(-c2ccccc2Cl)c1C(=O)N[C@@H](C)c1ccccc1

# (more compounds)
MsrA act,Tb MetRS inh,Scp1 inh,MsrA inhibitor,LMPTP block,DNMT1 block,NRP1-CendR mod,STEP block,SUMO1 PPI mod,eLon inh,structure
2,0.8,-10,-0.7,-1.5,-2,9,-2,-25,-10,CCCn1nnc(NC(=O)c2ccc([N+](=O)[O-])cc2Cl)n1
-3,-0.5,-10,1.1,-0.8,0,28*,0,-18,6,CCOC(=O)/C=C/c1ccc2c(c1)S(=O)(=O)N(c1cccc(OC)c1)[C@H]2CC(=O)OCC
-4,-0.2,1,-0.2,2.7,2,1,2,-30,3,CN(CCCC(=O)NCc1ccc2c(c1)OCO2)S(=O)(=O)c1ccc([N+](=O)[O-])cc1
-11,-0.9,-8,/,0.9,2,-2,0,0,3,COc1ccc(-c2nc(CS(=O)CC(=O)NCc3ccc(C)cc3)c(C)o2)cc1OC (stereo not drawn)
-12,-1.4,-4,2.2,1.2,-8,-1,1,10,8,Cn1c(NC(=O)c2ccccc2F)c(-c2cccs2)c(=O)c2ccccc21
-6,0.2,-5,1.6,2.3,-1,-1,0,2,7,Cc1ccc(S(=O)(=O)Nc2nc(C)c(C(=O)NN)s2)cc1
-3,-0.3,2,0.7,-2.9,0,-3,0,3,-2,CCOC(=O)c1csc(NC(=O)CN2CCN(C)CC2)n1
-13,-1.0,0,0.8,2.8,5,0,3,3,-1,O=C(COc1ccc(-c2ccccc2)cc1)N1CCN(S(=O)(=O)Cc2ccccc2)CC1
-4,-0.7,-8,-0.2,-1.8,1,-1,-6,1,-5,Cc1ccc2nc(C(F)(F)F)c(C#N)c(N)c2c1

# Compound profiles (already shown). Values in the order: MsrA act	Tb MetRS inh	Scp1 inh	MsrA inhibitor	LMPTP block	DNMT1 block	NRP1-CendR mod	STEP block	SUMO1 PPI mod	eLon inh
# `Cc1ccc(S(=O)(=O)Nc2nc(C)c(C(=O)NN)s2)cc1` as listed: -6	0.2	-5	1.6	2.3	-1	-1	0	2	7
# `Cc1ccc2nc(C(F)(F)F)c(C#N)c(N)c2c1` as listed: -4	-0.7	-8	-0.2	-1.8	1	-1	-6	1	-5
# `Cn1c(NC(=O)c2ccccc2F)c(-c2cccs2)c(=O)c2ccccc21` as listed: -12	-1.4	-4	2.2	1.2	-8	-1	1	10	8
# `CCOC(=O)c1csc(NC(=O)CN2CCN(C)CC2)n1` as listed: -3	-0.3	2	0.7	-2.9	0	-3	0	3	-2
